DNA FID counter: compounds displacing fluorescent DNA intercalator, primary screen, artefact control for HCV NS3 helicase inhibitor project, biochemical, FID fluorescence. DNA fluorescent intercalator displacement. inhibition, % at 7.9 µM. 290,000 tested, 0.17% active; in the data active = inhibition above about 37%;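 note: 0% = vehicle and 100% = reference compound; higher means more ethidium bromide displaced from hairpin DNA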
VIM-2 inhibitor: VIM-2 metallo-beta-lactamase inhibitors, primary screen, biochemical, epi-absorbance readout, Pseudomonas aeruginosa enzyme | purified VIM-2, nitrocefin hydrolysis, epi-absorbance fluorescence | inhibition, % at 5.6 µM | 290,000 tested, 0.89% active;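 active = inhibition above the mean of all tested compounds plus 3 SD, cutoff set per screening run, cut at about 7.5% in these data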;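 note: red hydrolysis product quenches plate fluorescence so inhibitors raise well fluorescence; 0% = enzyme with DMSO and 100% = DMSO without enzyme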
IMP-1 inhibitor: IMP-1 metallo-beta-lactamase inhibitors, primary screen, biochemical, epi-absorbance readout, Pseudomonas aeruginosa enzyme; metallo-beta-lactamase IMP-1 (Pseudomonas aeruginosa); purified IMP-1, nitrocefin hydrolysis, epi-absorbance fluorescence; 290,000 tested, 0.45% active; inhibition, % at 5.6 µM; AID 1556, 2009;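 active = inhibition above the mean plus 3 SD of all compounds in the same screening run, cut at about 4.5% in these data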;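 note: 0% = IMP-1 with DMSO and 100% = DMSO wells lacking enzyme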
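assay system = purified recombinant IMP-1 metallo-beta-lactamase enzyme | schedule = 15 min preincubation plus 25 min reaction at 25 °C | signal = Epi-absorbance fluorescence, 480 nm excitation, 530 nm emission | read-out basis = percent inhibition from optical density relative to buffer-blank wells | controls = IMP-1 with DMSO as 0%, enzyme-free DMSO as 100%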
NALP1 yeast inh: NALP1 inflammasome inhibitors in reconstituted yeast, colorimetric, S. cerevisiae, triplicate retest. inhibition, % at 10 µM. S. cerevisiae NALP1/ASC/caspase-1 growth, X-gal OD620, 72 h. 280,000 tested, 0.61% active; in the data active = inhibition mostly above about 24%, no sharp cut-off; inactive = mostly below about 32%; note: some compounds called inactive have numbers as strong as hits
MEKK2wt PB1 HTS: modulators of MEK5 binding to wildtype MEKK2, primary screen, biochemical, multiplex bead flow cytometry, Alexa488-MEK5; Alexa488-MEK5 binding to MEKK2 WT; actives lie on both sides; 290,000 tested, 1.1% active; Mitogen-activated protein kinase kinase kinase 2 (Homo sapiens), Q9Y2U5; binding response (% of control), % at 10 µM; in the data active = binding response below about 67% or above about 130%
UBC9 SUMO inh: inhibitors of in vitro SUMOylation cascade, primary screen, biochemical, HTRF, uHTS | HTRF SUMOylation assay, SAE1/SAE2 + UBC9 | inhibition, % at 35 µM | 290,000 tested, 0.36% active | AID 2006, 2009; in the data active = inhibition above about 50%, passing the limit was not always enough; note: strong numbers were not always called active
Target sequence (P63279 whole entry, looked up): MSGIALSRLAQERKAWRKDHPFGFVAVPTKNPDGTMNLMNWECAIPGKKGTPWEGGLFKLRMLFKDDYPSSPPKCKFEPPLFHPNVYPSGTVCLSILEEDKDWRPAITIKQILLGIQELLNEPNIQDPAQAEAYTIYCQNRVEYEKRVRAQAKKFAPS
HCV NS3 hel inh: inhibitors of HCV NS3 helicase, primary screen, biochemical, Cy5 molecular beacon fluorescence | Hepatitis C virus NS3 helicase | NS3 helicase DNA unwinding | inhibition, % at 10.9 µM | 290,000 tested, 0.56% active | AID 1800, 2009;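 active = inhibition above the mean of all tested compounds plus 3 SD, set per campaign, cut at about 35% in these data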;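 note: 0% = DMSO wells and 100% = thioflavine S control wells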
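Assay system: hepatitis C virus NS3 helicase domain fragment enzyme. Also added: annealed dual-labelled DNA beacon duplex, ATP-started. Timing: 1 h reaction at 25 °C, ATP-initiated. Technique: Cy5 fluorescence at 0 and 60 min, beacon hairpin quenching. Evaluation: % inhibition of unwinding. Replication: one well per compound.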
MEKK2mut PB1 HTS: MEK5 binding signal on mutant MEKK2 PB1, primary screen, biochemical, multiplex bead flow cytometry, Alexa488-MEK5 | AID 1530, 2009 | Alexa488-MEK5 binding to MEKK2 mutant | percent response, % at 10 µM | 290,000 tested, 0.35% active; in the data active = percent response above about 24%, passing the limit was not always enough; note: inactives centre near 1; some results filed as inactive read as strong as hits
M18AAP inhibitor: PfM18AAP inhibitors, malaria aminopeptidase, primary screen, biochemical, QFRET, recombinant enzyme | M18 aspartyl aminopeptidase (Plasmodium falciparum 3D7) | H-Glu-NHMec fluorogenic cleavage | inhibition, % at 7.35 µM | 290,000 tested, 1.2% active | AID 1822, 2009;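 active = inhibition above the campaign mean inhibition over all tested compounds plus 3 SD, cut at about 28% in these data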;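 note: 0% = plate median of test compound wells and 100% = 2 mM ZnCl2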
Numbers without * were called inactive; · = not tested or not shown; & = joins results of further samples; [ ] = another dose, or the depositor's remark.

structure,DNA FID counter,VIM-2 inhibitor,IMP-1 inhibitor,NALP1 yeast inh,MEKK2wt PB1 HTS,UBC9 SUMO inh,HCV NS3 hel inh,MEKK2mut PB1 HTS,M18AAP inhibitor
NC(=O)C1CCN(C(=O)CSc2nc3c(c(-c4ccccc4)n2)CCCC3)CC1,-35,2.2,-1.4,3,105,6,12,7,5
COc1ccc(C(=O)CCN2CCN(c3ccc(OC)cc3)CC2)cc1,7,-2.1,0.4,30,105,-10,15,-1,-7
CCOc1cnc(C(=O)NNC(=O)C(Br)C(C)C)o1 (stereo not drawn),-2,-2.9,-3.4,10,106,28,-8,11,4
O=C(CSc1nnc2ccc(-c3ccncc3)nn12)c1cccs1,-1,-0.9,-0.7,-6,95,22,16,-6,8
O=C(c1ccc(=O)[nH]c1)N(Cc1ccco1)C1(C(=O)NC2CCCCC2)CCCCC1,-27,-0.1,-2.3,32,·,15,-7,·,0
CC(Nc1cc(N2CCN(S(C)(=O)=O)CC2)ccc1[N+](=O)[O-])c1ccccc1 (stereo not drawn),0,-0.2,-2.1,15,92,-6,-6,-1,5
CCC(=O)Nc1ccccc1C(=O)C(=O)Nc1ccccc1,-4,0.1,-2.1,10,100,8,6,-2,-11
Cc1cc(SCC(=O)Nc2ccc(O)cc2)n2ncc(-c3ccccc3)c2n1,0,-3.2,-2.5,3,98,19,-12,-9,3
NC(=S)Nc1cccc2[nH]ncc12,-2,-0.6,-1.0,-2,102,4,-4,4,3
CCOc1ccc(N(CC(=O)NC(C)(C)C)C(=O)CCC(=O)Nc2nccs2)cc1,-40,-3.3,-4.2,2,111,-5,2,14,-2
Cc1nnc(NC(=O)c2cccc(S(=O)(=O)N3CCCC3)c2)s1,-14,-2.6,-1.1,16,112,20,10,12,-8
COc1ccc(OC)c(N(CC(=O)N2CCCCC2)S(=O)(=O)c2ccc(OC)c(OC)c2)c1,-28,-1.3,-5.1,5,106,-5,1,8,2
[O-]/C(=C(\C(=S)Nc1ccc(SC(F)F)cc1)[n+]1ccccc1)c1cc(Cl)ccc1Cl,-10,-0.4,-2.1,8,58*[inhibitor],-15,-35,-5,-9
CC(=O)Nc1ccc(OCC(=O)NCc2ccccc2)cc1,-4,-3.6,-4.8,8,91,3,6,-11,2
C=CCN(Cc1nc(-c2ccc(OC)c(OC)c2)oc1C)C1CCS(=O)(=O)C1 (stereo not drawn),-36,-2.9,-5.5,-15,95,8,0,-10,-5
O=C(COc1cccc(NC(=O)c2ccccc2)c1)c1ccc(F)cc1,-6,-2.8,-2.3,19,100,-3,-5,-1,-1
Cc1ccc(NC(=S)NCCc2ccc(S(N)(=O)=O)cc2)c(C)c1,0,-0.4,1.3,·,110,·,2,6,0
CCc1ccc(NC(=O)c2ccc3c(c2)C(=O)N(Cc2ccco2)C3=O)cc1,-10,-0.8,-2.3,28,99,24,31,1,8
CCOC(=O)c1c(NC(=O)C(F)(OC)C(F)(F)F)sc2c1CCN(C)C2 (stereo not drawn),17,-2.4,-1.5,11,93,1,-9,-10,0
C=CCn1c(SCC(=O)NCC(=O)OCC)nnc1-c1ccccn1,-6,-0.8,-2.2,-8,104,12,7,12,-1
N#Cc1cnn2cc(-c3ncc(C(F)(F)F)cc3Cl)cnc12,-4,-3.0,-2.3,33,96,14,0,-1,-7
CN(C)C(=O)Oc1cccc([N+](C)(C)C)c1,2&1,-4.8&-3.4,-3.4&-2.1,25&16,102&98,-11,3&-1,-1&6,0&1
CCc1ccccc1NS(=O)(=O)Cc1ccccc1,-3,-0.2,-1.4,22,108,21,1,4,6
Cc1ccc(CSCC(N)C(=O)O)cc1 (stereo not drawn),-4,-1.9,-1.0,18,104,8,1,3,2
COc1cccc(/C=C2/SC(=S)N(CCC(=O)N3CCOCC3)C2=O)c1,-29,-1.7,-0.6,-17,100,5,4,0,-6
COc1ccc(NC(=O)COCC(=O)Nc2ccc(C)cc2)cc1,-16,-1.2,-3.3,-26,99,-13,-3,-2,0
N#C/C(C(=O)NCc1ccccc1)=C1/SC(Cc2ccc(Cl)cc2)C(=O)N1c1ccccc1 (stereo not drawn),-10,-0.8,-2.3,13,100,-8,2,0,-1
COc1ccc(OC)c(NC(=O)Cn2c(=O)n(CC3CCCO3)c(=O)c3cc(OC)c(OC)cc32)c1 (stereo not drawn),-35,-1.6,-4.6,19,97,3,11,2,-2
CC1=CC(C)C2C(=O)N(CCC[N+](C)(C)C)C(=O)C2C1 (stereo not drawn),7,-2.8,-1.5,-18,97,10,3,-3,3
Cc1c(C(=O)NCCc2ccccc2)oc2ccc(S(=O)(=O)N3CCC4(CC3)OCCO4)cc12,-29,1.0,1.2,-5,95,1,-19,-2,4

Some of these compounds in order of the HCV NS3 hel inh value, low to high:
SMILES,HCV NS3 hel inh
[O-]/C(=C(\C(=S)Nc1ccc(SC(F)F)cc1)[n+]1ccccc1)c1cc(Cl)ccc1Cl,-35
Cc1c(C(=O)NCCc2ccccc2)oc2ccc(S(=O)(=O)N3CCC4(CC3)OCCO4)cc12,-19
N#Cc1cnn2cc(-c3ncc(C(F)(F)F)cc3Cl)cnc12,0

The list goes on.
structure,DNA FID counter,VIM-2 inhibitor,IMP-1 inhibitor,NALP1 yeast inh,MEKK2wt PB1 HTS,UBC9 SUMO inh,HCV NS3 hel inh,MEKK2mut PB1 HTS,M18AAP inhibitor
Cc1ccc(-c2nc3cc(N)ccc3o2)c(C)c1,-10,-3.8,-2.5,-4,104,48,5,10,5
O=C(COc1ccc(Cl)cc1)N1CCN(c2ncccn2)CC1,1,-3.8,-3.6,-2,107,7,1,11,-8
O=C(CCc1nnc2ccc(NCc3ccc(Cl)cc3)nn12)NC1CCCCC1,-29,-4.5,-0.6,-1,95,12,-24,-1,4
CCSc1nc(=O)n(-c2ccccc2)c(C)c1C(C)=O,-3,-0.3,-0.8,24,102,9,-4,1,-7
COc1ccc(CNC(=O)c2c(F)c(F)c(F)c(F)c2F)cc1,-2,-0.7,-1.1,22,105,6,-5,1,-10
O=C(Nc1cc(C(F)(F)F)ccc1Cl)C(NCc1ccccc1)c1ccccc1 (stereo not drawn),-23,-3.2,-2.5,28,107,-18,-2,-1,3
Cc1cc(=O)[nH]c(N/N=C/c2ccc(-c3ccc(F)cc3)o2)n1,-31,-3.5,-1.1,-22,98,-20,1,-2,13
COCC(C)OC(=O)/C(C#N)=C\c1coc2ccc(C)cc2c1=O (stereo not drawn),-9,-3.6,-1.1,2,103,15,-9,2,4
CCN(C(=O)Cn1nc(C)n2c(cc3cc(C)ccc32)c1=O)c1ccccc1,-50,-0.9,-1.5,4,101,12,2,3,6
CCN(CC)S(=O)(=O)c1ccc(Cl)c(NC(=O)COc2ccccc2[N+](=O)[O-])c1,-1,-0.5,-2.0,18,103,8,-3,-1,-1
COc1cccc(C(=O)NC2CC3CCCC(C2)N3S(=O)(=O)c2ccccc2)c1 (stereo not drawn),-33,-2.8,-3.8,·,99,6,-5,1,-3
O=C(O)c1ccc(OCc2occc2C(=O)O)cc1,-2,-3.9,-3.8,-5,111,19,-9,6,-6
CC(=O)N1Cc2ccccc2CC1C(=O)O (stereo not drawn),2,0.3,-1.9,31,104,3,3,2,-13
CC(=O)c1ccc(C(=O)NC2CCCN(Cc3ccccc3F)C2)cc1 (stereo not drawn),-1,1.4,0.0,23,103,0,-1,0,-5
O=C(NCc1ccccn1)Nc1cccc(Cl)c1Cl,-3,-0.3,-1.6,3,108,-4,7,7,-4
CN(C)c1ccc(C(=O)N/N=C/c2ccccn2)cc1,-7,-6.5,-4.8,-15,95,-4,-2,-3,8
O=C(NNC(=O)c1ccc(Cl)cc1Cl)c1ccncc1,0,-0.9,1.6,28,82,18,-9,2,-4
CN(C)C(=O)c1nc2ccc(Cl)cn2c1CN1CCN(c2ncccn2)CC1,-14,-1.5,-1.3,0,88,-6,-8,-11,1
COC(=O)C1=CN(Cc2cccs2)C=C(C(=O)OC)C1c1cccc(OC)c1OC,0,-1.2,-0.5,1,105,22,2,7,-6
Cc1cc(Cl)ccc1C(=O)C1CCCN(C(=O)CCn2cnnn2)C1 (stereo not drawn),-10,-3.0,-2.1,2,108,-3,0,9,5
Cc1ccccc1NC(=O)Cc1nc(CSc2nnc(-c3ccc4c(c3)OCO4)o2)cs1,-3,-1.5,-3.2,·,99,14,0,-2,7
Cc1ccccc1Nc1nn2c(=O)c3ccccc3nc2s1,2,-4.1,-2.1,1,97,-1,3,-5,8
COc1ccc(S(=O)(=O)CCC(=O)NCCc2ccc(S(N)(=O)=O)cc2)cc1,2,4.0,0.6,4,103,16,0,8,-6
COc1ccc(Cl)cc1Nc1nc(-c2cccnc2)cs1,-3,0.3,-1.5,-16,108,-7,-16,5,1
COc1cccc(CN2C(=O)C(C)N(C(=O)c3c(F)cccc3F)c3ccccc32)c1 (stereo not drawn),-34,-1.8,-5.1,-3,93,1,-4,-4,1
COc1ccc(NC(=O)c2ccccc2F)cc1Cl,-2,-4.7,-3.5,11,94,-10,-3,-14,2
O=C(O)c1ccc2c(c1)C(=O)N(CCC1=CCCCC1)C2=O,-22,-2.3,-2.9,20,100,16,-2,3,5
Cc1cccc2cc(CN(CCN3CCOCC3)C(=O)NCc3ccccc3)c(=O)[nH]c12,-3,-2.0,-3.7,4,107,18,-6,13,2
Cc1ccccc1NC(=O)Nc1cc(-c2ccccc2)nn1C,-4,-3.5,-2.6,·,102,6,6,3,-14
CCCNC(=O)c1[nH]c(C)c(C(=O)OCC)c1C,-10,-3.6,-0.7,18,103,-16,4,4,-5
Cc1ccc(-n2c(CNc3ccc(F)cc3)nnc2SCC(=O)O)cc1,-35,-0.5,0.6,13,84,5,-2,-14,-4
O=C(COc1ccc(Cl)cc1)NCc1nnc(SCC(=O)Nc2ccc3c(c2)OCCO3)o1,-4,-1.0,-5.1,-13,103,-4,2,4,4
Cc1cccc(C)c1Nc1nnc(SCC(=O)NCc2ccco2)s1,-16,-1.2,-2.3,32,111,2,-2,4,7
CC(C)=C(NC(=O)c1ccccc1)C(=O)Nc1cccc(C(=O)O)c1,4,0.6,-0.7,-7,90,8,-5,3,-4
CNC(=S)N/N=C/c1c(C)nn(-c2cccc(Cl)c2)c1Cl,-1,-2.8,-6.3,29,105,2,6,10,-8
COc1ccc(C(c2c(O)nc[nH]c2=O)c2c(O)nc[nH]c2=O)cc1,2,-1.0,-1.6,·,105,14,5,6,0
